# All columns: NCI-60 one-dose screen, growth in % after 48 h at 10 µM unless noted; 100 = growth as untreated, 0 = no growth, -100 = all killed.
# KM12 = KM12 colon cancer cells; actives 5% (n = 82,000)
# OVCAR-8 = OVCAR-8 ovarian cancer; actives 4.4% (n = 81,000); AID 1794782
# OVCAR-5 = OVCAR-5 ovarian cancer. actives 2.9% (n = 82,000). AID 1794783
# HCC-2998 = HCC-2998 colon cancer; actives 4.7% (n = 79,000); AID 1794799
# OVCAR-4 = OVCAR-4 ovarian cancer cells. AID 1794784. actives 3.7% (n = 80,000)
# PC-3 = PC-3 prostate cancer cells; AID 1794754; actives 3.9% (n = 80,000)
# DU-145 = DU-145 prostate cancer | actives 4.2% (n = 81,000)
# SW-620 = SW-620 colon cancer; AID 1794795; actives 5.2% (n = 82,000)
# OVCAR-3 = OVCAR-3 ovarian cancer | actives 7% (n = 79,000) | AID 1794787
# * = called active by the depositor; x = no result given. Rule for the calls: active = growth percent below 10; inactive = the rest.
mol	KM12	OVCAR-8	OVCAR-5	HCC-2998	OVCAR-4	PC-3	DU-145	SW-620	OVCAR-3
Cc1ccc(OP(Oc2ccc(C)cc2)Oc2ccc(C)cc2)cc1	100	98	101	126	114	86	104	101	100
CCCCNC(c1ccc2c(c1)OCO2)C(O)c1ccc2c(c1)OCO2 (stereo not given)	95	109	94	96	97	89	103	105	99
CC(=O)O[C@@H]1CC[C@]2(C)[C@H]3CC[C@]4(C)[C@@H](OC(C)=O)CC[C@H]4[C@@H]3C[C@@H]3SC(c4cccc(F)c4)=N[C@@]32C1	104	103	101	110	117	103	101	112	107
Fc1ccc(N2COOC3(OOC2)C2CC4CC(C2)CC3C4)cc1	83	87	99	106	101	90	91	109	97
c1ccc2nc(OCCN3CC3)ccc2c1	80	78	86	87	75	x	99	65	74
CC(C)CC(NC(=O)CCl)C(=O)O (stereo not given)	106	119	106	108	109	108	110	94	105
Cc1ccc(S(=O)(=O)n2cc([C@@]3(O)C[C@H](CSC#N)OC3=O)c3ccccc32)cc1	69	83	84	25	76	79	44	36	55
CC(=O)Nc1nc(CCl)cs1	106	104	96	98	112	74	114	110	112
CC(C)C(NC(=O)CCl)C(=O)O (stereo not given)	101	106	101	111	113	106	112	x	114
CNC(=O)Oc1ccc(N=Nc2ccccc2)cc1	102	97	108	105	113	98	111	106	109
O=c1[nH]cnc2[se]c3c(c12)CCCCC3	100	100	118	110	106	95	104	104	109
CC1=C(C=O)C2=C(C)C3(CC3)[C@@](C)(O)C(=O)C2=C1	16	-25*	37	17	44	26	8.4*	-16*	-9.9*
N#C/C(=C\c1cc2ccccc2nc1Cl)C(=O)c1cn(Cc2ccccc2)c2ccc(F)cc12	96	103	99	106	114	94	109	99	104
CC(C)(Br)C(=O)c1ccco1	103	99	101	106	99	98	103	109	114
Cc1cc[n+](CCC[n+]2ccc(C)cc2)cc1	108	106	110	113	x	107	115	99	109
N[C@H](C[C@@H]1CC(Br)=NO1)C(=O)O	114	98	111	100	102	78	115	105	113
COc1cc2c(c(OC)c1OC)-c1ccc(O)c(=O)cc1[C@@H](NC(C)=O)CC2	57	37	70	67	47	25	62	50	3.5*
CCOP(=O)(OCC)SCc1ccccc1	103	108	102	100	108	106	106	110	104
COc1ccc(Cl)cc1C(=O)CCl (tested in a mixture with another compound)	112	85	103	111	94	105	116	30	109
ClCc1cc2c(cc1Cl)OCO2	96	98	98	112	113	87	118	100	111
C=CC(=O)NC(O)C(Cl)(Cl)Cl (stereo not given)	106	108	107	104	122	102	106	111	105
C[C@]12CC[C@H](O)CC1=CC[C@@H]1[C@@H]2CC[C@]2(C)C(=O)CC[C@@H]12	97	x	92	91	95	79	122	110	91
COC(=O)CC[C@@H](C)[C@H]1CC[C@H]2[C@@H]3CC[C@@H]4C[C@]5(CC[C@]4(C)[C@H]3CC[C@]12C)OO[C@@](C)(C(F)(F)F)O5	96	111	92	98	91	82	101	104	98
CC(=O)Oc1ccccc1C(=O)NCCC[Se]C#N	30	-14*	83	98	57	21	-33*	73	-5.3*
CC[C@H](C)[C@H](NC(=O)[C@H]1CCCCN1C)C(=O)N(C)[C@H](C[C@@H](OC(C)=O)c1nc(C(=O)N[C@@H](Cc2ccccc2)C[C@H](C)C(=O)O)cs1)C(C)C	0.3*	21	58	14	53	26	4.6*	35	-4.4*
CCOP(=O)(OCC)OCC	103	105	90	107	102	98	122	96	121
COP(=S)(OC)Oc1ccc(Sc2ccc(OP(=S)(OC)OC)cc2)cc1	90	91	96	111	x	78	97	99	83
CCCCC(Br)C(=O)OCC (stereo not given)	105	105	105	111	106	101	105	102	106
O=C1CN=C(c2ccc(Cl)cc2)c2sccc2N1	103	101	104	116	102	99	109	110	109
CSc1nc(Cl)c(Br)c(N2CC2)n1	95	101	121	106	118	x	76	75	89
C[C@@H]1CCC/C=C/[C@H]2C[C@@H](O)C[C@@H]2[C@@H](O)/C=C/C(=O)O1	15	3.0*	31	21	22	20	28	10	-1.9*
CCOP(=S)(NN=C1CCCC1)OCC	110	109	104	101	101	92	133	110	119
OC(Cc1ccncc1)C(Cl)(Cl)Cl (stereo not given)	104	101	105	104	94	100	110	104	103
COP(=O)(OC)C(O)c1ccc(Cl)cc1 (stereo not given)	90	108	112	99	104	94	98	101	95
c1ccc(-c2ccc3ccccc3[o+]2)cc1	92	97	103	108	91	76	99	92	100
O=[N+]([O-])/C=C\C(F)(F)F	107	101	99	103	110	97	111	100	107
O=CC1(c2ccccc2)CCN(Cc2ccccc2)CC1	101	105	107	101	103	98	106	x	105
C1CCC2CNCC2C1 (stereo not given)	92	109	111	109	120	101	104	100	105
CN(C)c1ccccc1	104	104	102	109	110	105	110	102	106
C#CC(O)(CC)CC	108	105	111	83	100	94	97	105	104

# As entered above:
# `O=[N+]([O-])/C=C\C(F)(F)F` @ OVCAR-8 = 101
# `COP(=S)(OC)Oc1ccc(Sc2ccc(OP(=S)(OC)OC)cc2)cc1` @ SW-620 = 99

# Continuation:
# Below each SMILES – KM12 | OVCAR-8 | OVCAR-5 | HCC-2998 | OVCAR-4 | PC-3 | DU-145 | SW-620 | OVCAR-3
O=C(/C=C/c1ccc(Br)cc1)c1nc2ccccc2n1Cc1ccc(Br)cc1
 : 23 | -18* | -43* | -90* | 36 | 19 | 18 | x | -47*
NC1CCSC1=O (stereo not given)
 : 112 | 106 | 102 | 103 | 110 | 103 | 118 | 109 | 125
COc1cc(/C=C\c2cc(OC)c(OC)c(OC)c2)cc(NS(=O)(=O)c2cccc(Cl)c2)c1OC
 : 5.8* | 18 | 19 | 14 | 37 | 35 | -32* | 25 | -36*
C[C@]1(O)CC[C@H]2[C@@H]3CCC4=CC(=O)C=C[C@]4(C)[C@@]3(Cl)[C@@H](Cl)C[C@@]21C
 : 98 | 101 | 99 | 116 | 103 | 95 | 104 | 110 | 100
CC12OOC(C)(OO1)C2CCC(=O)NCCNc1ccnc2cc(Cl)ccc12 (stereo not given)
 : 101 | 98 | 102 | 100 | 97 | 98 | 104 | 81 | 97
O=C1NC(=O)C2(CCN(c3ccccc3)CC2)C(=O)N1
 : 104 | 105 | 109 | 99 | 98 | 98 | 111 | 104 | 115
O=C(Nc1cc(Cl)ccc1Cl)C(Cl)(Cl)Cl
 : 92 | 100 | 113 | 100 | 96 | 81 | 85 | 93 | 93
COc1cc2c(cc1OC)C(C)N(C)CC2 (stereo not given)
 : 110 | 107 | 95 | 114 | x | 98 | 111 | 109 | 111
O=C1C(Cl)=C(Cl)C(Cl)(Cl)C1(Cl)Cl
 : 106 | 98 | 106 | 99 | 108 | 96 | 114 | 100 | 113
O=C(O)c1cc(Cl)nc(Cl)c1
 : 109 | 102 | 108 | 117 | 101 | 96 | 109 | 107 | 116
C[C@]12CCCC[C@@H]1CC[C@@H]1[C@@H]2[C@@H](O)C[C@@]2(C)[C@H]1CC[C@]2(C)O
 : 106 | 80 | 75 | 103 | 70 | 36 | 111 | 105 | 97
C=CCc1cc2c(cc1OC(C)C)OCO2
 : 94 | 108 | 91 | 94 | 111 | 102 | 102 | 89 | 102
N#CCCP(CCC#N)CCC#N
 : 113 | 102 | 107 | 99 | 109 | 99 | 109 | 94 | 113
C[C@]12CC[C@H]3[C@@H](CC=C4c5sc(-c6ccccc6O)nc5CC[C@@]43C)[C@@H]1CC[C@@H]2O
 : 61 | 87 | 68 | 74 | 71 | 57 | 86 | 80 | 83
CC12CC(=O)C3C(CCC4CC=CCC43C)C1CCC2=O (stereo not given)
 : 114 | 105 | 106 | 92 | 85 | 97 | 102 | 107 | x
COc1cccc(C2CCN(C)C2)c1 (stereo not given)
 : 101 | 101 | 102 | 103 | 106 | 95 | 100 | 108 | 109
CC1(C)C(C(=O)c2cn(CCCCCO)c3ccccc23)C1(C)C
 : 104 | 95 | 103 | 106 | 114 | 96 | 106 | 104 | 106
CCC1(CCC(C)C)C(=O)NC(=O)N(c2ccccc2)C1=O (stereo not given)
 : 100 | 88 | 93 | 99 | 101 | 100 | 106 | 98 | 99
CCOP(=S)(S)OCC
 : 104 | 104 | 104 | 110 | 108 | 97 | 108 | 104 | 103
CCN(CC)CCc1ccc(O)cc1
 : 110 | 112 | 104 | 96 | 107 | 91 | 113 | 103 | 113
CC(=O)[O][Hg][c]1ccccc1
 : -95* | x | x | -96* | -25* | -58* | -98* | -93* | -93*
CC(C)CCON=O
 : 91 | 96 | 114 | 106 | 83 | 96 | 105 | 103 | 104
Nc1c(S(=O)(=O)O)cc(Nc2ccc(S(=O)(=O)O)c(Nc3nc(Cl)nc(Cl)n3)c2)c2c1C(=O)c1ccccc1C2=O
 : 101 | 94 | 100 | 96 | 118 | 101 | 110 | 106 | 113
Cc1ccc(-n2c(=S)[nH]c3ccccc3c2=O)cc1F
 : 98 | 105 | 103 | 114 | 107 | 83 | 112 | 101 | 105
CC(=O)[O][Hg][CH2]C1(C)COC(C)([CH2][Hg][O]C(C)=O)CO1 (stereo not given)
 : x | 51 | 114 | 4.4* | 123 | 89 | x | -92* | -100*
C[C@@H]1C[C@H]2[C@@H]3CC[C@H](O)[C@@]3(C)CC[C@@H]2[C@@]2(C)CCC(=O)C=C12
 : 109 | 107 | 106 | 102 | 116 | 94 | 109 | 106 | 114
O=C(CC1(O)C(=O)Nc2ccc(Cl)cc21)c1ccc(C(=O)NCC2CCC3(CC2)OOC2(CCCCC2)OO3)cc1 (stereo not given)
 : 9.6* | 3.8* | 47 | 84 | 14 | -34* | -60* | -49* | -77*
CC(O)c1ccc(Br)cc1 (stereo not given)
 : 110 | 100 | 111 | 116 | 110 | 103 | 117 | 104 | 115
CC12OOC(C)(OO1)C2CCC(=O)OCCNc1ccnc2cc(Cl)ccc12 (stereo not given)
 : 61 | 68 | 95 | 88 | -40* | 54 | -54* | 7.3* | -66*
CC[C@H](C)[C@H](NC(=O)[C@H]1CCCCN1C)C(=O)N(C)[C@H](C[C@@H](OC(C)=O)c1nc(C(=O)N[C@@H](Cc2ccccc2)C[C@H](C)C(=O)OC)cs1)C(C)C
 : 2.4* | 16 | 58 | 11 | 51 | 24 | 1.8* | 45 | -0.9*
c1ccc(P(OCCCCOP(c2ccccc2)c2ccccc2)c2ccccc2)cc1
 : 103 | 93 | 110 | 111 | 101 | 80 | 112 | 100 | 115
CC1CC(NCCO)CC(C)(C)C1 (stereo not given)
 : 101 | 104 | 104 | 105 | 110 | 109 | 132 | 114 | 120
Cc1ccc(CNc2nc3ccc(OC/C(=C/F)CN)cc3o2)cn1
 : 103 | 108 | 103 | 111 | 88 | 98 | 88 | 98 | 109
O=[N+]([O-])CC(c1ccccc1Cl)c1c(-c2ccccc2)[nH]c2ccccc12 (stereo not given)
 : 27 | 40 | 69 | 71 | 66 | 32 | 44 | 25 | 9.3*
O[C@H](c1ccccc1)[C@@H](c1ccccc1)N1CCOCC1
 : 110 | 109 | 112 | 108 | 100 | 89 | 114 | 107 | 117
CCN(CC)/C(N)=N\c1nc(C)c2cc(Cl)ccc2n1
 : 98 | 94 | 98 | 104 | 95 | 93 | 100 | 103 | 98
CCOC(=O)C1(c2ccccc2)CCN(CC(O)c2ccc(NC(C)=O)cc2)CC1 (stereo not given)
 : 108 | 98 | 101 | x | 111 | 90 | 115 | 97 | 113

# By substructure, the entries above containing a carbonyl joined to an NH by a bond outside any ring
# Below each SMILES – KM12 | OVCAR-8 | OVCAR-5 | HCC-2998 | OVCAR-4 | PC-3 | DU-145 | SW-620 | OVCAR-3
CC(C)CC(NC(=O)CCl)C(=O)O (stereo not given)
 : 106 | 119 | 106 | 108 | 109 | 108 | 110 | 94 | 105
CC(=O)Nc1nc(CCl)cs1
 : 106 | 104 | 96 | 98 | 112 | 74 | 114 | 110 | 112
CC(C)C(NC(=O)CCl)C(=O)O (stereo not given)
 : 101 | 106 | 101 | 111 | 113 | 106 | 112 | x | 114
CNC(=O)Oc1ccc(N=Nc2ccccc2)cc1
 : 102 | 97 | 108 | 105 | 113 | 98 | 111 | 106 | 109
COc1cc2c(c(OC)c1OC)-c1ccc(O)c(=O)cc1[C@@H](NC(C)=O)CC2
 : 57 | 37 | 70 | 67 | 47 | 25 | 62 | 50 | 3.5*
C=CC(=O)NC(O)C(Cl)(Cl)Cl (stereo not given)
 : 106 | 108 | 107 | 104 | 122 | 102 | 106 | 111 | 105
CC(=O)Oc1ccccc1C(=O)NCCC[Se]C#N
 : 30 | -14* | 83 | 98 | 57 | 21 | -33* | 73 | -5.3*
CC[C@H](C)[C@H](NC(=O)[C@H]1CCCCN1C)C(=O)N(C)[C@H](C[C@@H](OC(C)=O)c1nc(C(=O)N[C@@H](Cc2ccccc2)C[C@H](C)C(=O)O)cs1)C(C)C
 : 0.3* | 21 | 58 | 14 | 53 | 26 | 4.6* | 35 | -4.4*
CC12OOC(C)(OO1)C2CCC(=O)NCCNc1ccnc2cc(Cl)ccc12 (stereo not given)
 : 101 | 98 | 102 | 100 | 97 | 98 | 104 | 81 | 97
O=C(Nc1cc(Cl)ccc1Cl)C(Cl)(Cl)Cl
 : 92 | 100 | 113 | 100 | 96 | 81 | 85 | 93 | 93
O=C(CC1(O)C(=O)Nc2ccc(Cl)cc21)c1ccc(C(=O)NCC2CCC3(CC2)OOC2(CCCCC2)OO3)cc1 (stereo not given)
 : 9.6* | 3.8* | 47 | 84 | 14 | -34* | -60* | -49* | -77*
CC[C@H](C)[C@H](NC(=O)[C@H]1CCCCN1C)C(=O)N(C)[C@H](C[C@@H](OC(C)=O)c1nc(C(=O)N[C@@H](Cc2ccccc2)C[C@H](C)C(=O)OC)cs1)C(C)C
 : 2.4* | 16 | 58 | 11 | 51 | 24 | 1.8* | 45 | -0.9*
CCOC(=O)C1(c2ccccc2)CCN(CC(O)c2ccc(NC(C)=O)cc2)CC1 (stereo not given)
 : 108 | 98 | 101 | x | 111 | 90 | 115 | 97 | 113

# A portion of the library. The share of hits here may be higher or lower than overall.
